INS promoter inh: inhibitors of insulin promoter-driven GFP, primary screen, imaging, TRM-6 cells (human fetal islet line), eGFP reporter, cell count. inhibition, % at 2 µM. reporter expression induced with tamoxifen. 130,000 tested, 0.9% active;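 active means inhibition above the mean plus 3 SD, with well images judged a real hit on visual review, cut at about 60% in these data, passing the limit was not always enough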
SDO1 yeast rescue: growth rescue of sdo1-depleted yeast, primary screen, S. cerevisiae, bone marrow failure model; S. cerevisiae sdo1-depleted JHY4D growth rescue, OD600 30 h; stronger effect = higher value; pdr5 snq2 efflux-pump mutant strain; z-score at 10 µM; 140,000 tested, 0.21% active;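 active means z-score above 3 at both the 24 hr and the 30 hr optical density reads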;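 further: z-score against mean and SD of all compound wells on the same plate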
SDO1 yeast rescue Rescue 24 h: second read-out of SDO1 yeast rescue, no call of its own (marks repeat the call); z-score; S. cerevisiae sdo1-depleted JHY4D growth rescue, OD600; measured here: growth rescue at 24 h;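 0 is the plate mean of compound wells and units are plate SD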
Active calls of the source: *; / = no result given.

INS promoter inh	SDO1 yeast rescue	SDO1 yeast rescue Rescue 24 h	SMILES
-9.1	-0.21	-1.41	C[C@@H](C(=O)OCC(=O)Nc1cc(S(=O)(=O)N2CCOCC2)ccc1Cl)N1C(=O)C2CCCCC2C1=O (stereo not given in full)
16.7	1.01	1.19	COCCCNC(=O)CC(NS(=O)(=O)c1ccc(F)cc1)c1ccc(OC)cc1 (stereo not given)
-177.8	-0.82	-0.82	Cc1cc(C)c(S(=O)(=O)/N=C2/C=C(Sc3ncn[nH]3)C(=O)c3ccccc32)cc1C
27.3	/	/	COc1ccc(-c2nn(CCC#N)cc2/C=N/O)cc1OC
/	0.21	0.17	CSCCC(NC(=O)c1ccoc1C)C(=O)O (stereo not given)
-10.0	0.43	0.48	Cc1ccc(CNC(=O)CCc2ccc(S(=O)(=O)NC3CCCCC3)cc2)cc1
2.9	0.77	0.96	COc1ccccc1/C=C(\NC(=O)c1ccc(OC)c(OC)c1)C(=O)Nc1cc([N+](=O)[O-])ccc1C
/	0.1	-0.03	Cc1cc(OC(=O)Cc2cccc3ccccc23)c([N+](=O)[O-])c(=O)[nH]1
-100.0	-0.13	0.05	Cn1cc(C(=O)NCc2cccs2)c(=O)c2cc(S(=O)(=O)N3CCCC3)ccc21
-33.3	1.43	0.21	CCC(=O)N1CCN(CCN=CC2=C(O)CC(c3ccc(OC)cc3)CC2=O)CC1 (stereo not given)
/	1.3	2.06	CSCCC(/C(O)=C(\C#N)c1nc2ccccc2[nH]1)N1C(=O)c2ccccc2C1=O (stereo not given)
0.0	-0.34	-0.05	Cn1c(N)c(C(=O)COC(=O)CSc2ccc(Cl)cc2)c(=O)n(C)c1=O
0.0	-1.42	-1.4	Cc1ccc(C(=O)CSc2nsc(C)c2C#N)cc1
-5.6	0.27	0.22	COC(=O)CCc1c(C)[nH]c(=S)[nH]c1=O
-61.3	-0.18	-0.31	COCCCNC(=O)CC(NS(=O)(=O)c1ccc(Cl)cc1)c1ccc(OC)cc1 (stereo not given)
-37.5	0.46	0.03	Cc1c(Br)c([N+](=O)[O-])nn1C(C)C(=O)Nc1c(C)n(C)n(-c2ccccc2)c1=O (stereo not given)
-8.1	0.31	0.34	COc1ccc(NC(=O)COC(=O)[C@@H]2CCCN2C(=O)c2cccs2)c(OC)c1
38.5	0.4	0.54	O=C(OCCNC(=O)c1cc2ccccc2oc1=O)c1cccnc1
18.9	0.9	1.35	O=C(Cc1cccs1)NCc1cccnc1
45.0	/	/	CCCC(C)NC(=O)c1ccccc1SC (stereo not given)
-42.9	0.95	0	COc1cc(CNC2CCCCCCC2)cc(Br)c1OCC#N
/	-1.23	-1.08	O=c1[nH]c(CN2CCN(C/C=C/c3ccccc3)CC2)nc2cc(Cl)ccc12
-16.7	-1.02	-0.66	CC(C)(C)c1ccc(C2(C)NC(=O)N(CC(=O)Nc3ccc4c(c3)OCO4)C2=O)cc1 (stereo not given)
-5.0	1.04	0.89	Cc1ccc(NC(=O)CSc2nnc(-c3ccc(S(=O)(=O)N4CCOCC4)cc3)n2C)cc1
-88.6	/	/	COc1ccc(CCn2ccc(O)c(Cc3ccc(Cl)cc3Cl)c2=O)cc1OC
35.0	-1.59	-1.13	O=S(=O)(c1ccccc1)n1nc(-c2ccccc2)nc1NCc1ccco1
31.2	0.45	0.64	CCn1c(NC(=O)c2ccccc2)c(-c2cccs2)c(=O)c2ccccc21
/	-0.82	-0.33	O=c1c2ccccc2nc(-c2ccccc2)n1/N=C/c1ccc([N+](=O)[O-])cc1
-10.0	0.42	-0.25	COc1ccc(CNC(=O)OCCN2CCN(Cc3ccccc3)CCC2=O)cc1
/	0.68	0.69	CCc1ccccc1N1CC23C=CC(O2)C(C(=O)OC)C3C1=O (stereo not given)
-106.9	-0.09	-0.3	CCCNC(=S)Nc1ccc(Cl)cc1Cl
-53.9	/	/	COc1cc(SC)ccc1C(=O)Nc1c(C)cccc1C
-115.4	0.07	0.15	COc1ccc(C(=O)Nc2ccc(Cl)cc2C(=O)NCCO)cc1
/	-1.61	-0.96	Cc1ccc(NC(=S)/N=C(\N)Nc2nc(C)c3cc(C)ccc3n2)c(C)c1
/	1.02	0.47	Cc1ccc(S(=O)(=O)N2CCC(C(=O)N[C@@H](C)C(=O)NCC3CCCO3)CC2)cc1 (stereo not given in full)
8.6	-0.18	-0.45	COc1ccc(-c2noc(CCN3C(=O)c4ccccc4C3=O)n2)cc1OC
-14.3	/	/	N#Cc1ccccc1NC(=O)CSC1=Nc2ccccc2C2CC=NN12 (stereo not given)
42.4	0.06	-1.05	CC(=O)Nc1ccc(OCC(=O)c2cc(C)ccc2C)cc1
/	1.1	1.94	CC(=O)Nc1ccc(NC(=O)C(C)OC(=O)CNC(=O)c2sc3ccccc3c2Cl)cc1 (stereo not given)
-57.1	0.02	-0.17	C=CC[C@@H]1C=C[C@H](O/N=C/[C@@H](NS(=O)(=O)c2ccc(C)cc2)[C@H](C)/C=C/CC(=O)OC)[C@@H](CO)O1
19.4	0.05	-0.12	COc1ccc(-c2c(NC(=O)c3ccco3)n(C)c3ccccc3c2=O)cc1
44.2	-0.35	-0.42	O=S(=O)(c1ccc2oc3ccc(S(=O)(=O)N4CCCCC4)cc3c2c1)N1CCCCC1
/	-0.9	-0.36	COc1ccc(N(CC(=O)Nc2cc(C)on2)S(=O)(=O)c2cc(C)ccc2C)cc1
/	0.16	-1.08	COc1ccc(C(=O)C[n+]2ccc3c(c2)nc(-c2ccc(OC)cc2OC)n3C)cc1
-223.1	/	/	Cn1c(SCc2ccccc2)nc(C(F)(F)F)cc1=O
25.0	-0.1	0.72	CCOC(=O)c1c(-c2ccccc2)oc2ccc(OCC)cc12
-9.5	-0.12	-0.17	Cc1cc(C(=O)N[C@H](c2ccccc2)[C@@]2(C)C[C@@H]2[C@@H](C)C(=O)Nc2ccc3ccccc3c2)n(C)n1
/	0.36	0.47	O=C(CSc1ccc(Cl)cc1)Nc1ccccc1N1CCN(C(=O)c2ccc(Cl)cc2)CC1
0.0	1.29	1.38	COc1ccc(CCNC(=O)c2nnn(CC(=O)Nc3ccccc3C)c2N)cc1OC
-127.0	0.31	0.32	CCC(=O)Nc1nc(C)c(C(=O)NC2CCCCC2)s1
/	2.51	3.59	CCOC(=O)N1CCC(NC(=O)CSc2cc(=O)n(C)c3ccccc23)CC1
0.0	0.36	-0.49	CC1(c2ccc(Cl)cc2)NC(=O)N(CC(=O)NC(=O)NCc2ccco2)C1=O (stereo not given)
/	0.14	0.29	Cc1ccccc1-n1nc(CSc2nc3ccccc3[nH]2)c(-c2ccccc2)c1N
4.8	0.7	0.91	Cn1c(CNc2ccc(Cl)cc2)nnc1SCCN1CCCCC1
-19.1	1.27	1.15	Cc1ccc(N(C(C)C(=O)Nc2ccccc2C(=O)N2CCOCC2)S(C)(=O)=O)cc1C (stereo not given)
/	0.26	-0.52	O=C(CN1CCCC1)N1c2ccccc2Sc2ccc(C(F)(F)F)cc21
-14.3	/	/	O=C(Cn1nnc2ccccc21)Nc1ccccc1[N+](=O)[O-]
-38.8	-1.34	-1.38	O=C(NNC(=O)C1CC2CCC1C2)c1sc2ccccc2c1Cl (stereo not given)
-14.3	0.27	-0.42	CC(=O)Nc1cccc(Oc2ccc3c(c2)C(=O)N(CCC(=O)O)C3=O)c1
-40.0	0.01	-0.04	COc1ccc2cc(CN(Cc3cccnc3)Cc3nnnn3Cc3ccccc3)c(=O)[nH]c2c1

(cont.)
INS promoter inh	SDO1 yeast rescue	SDO1 yeast rescue Rescue 24 h	SMILES
-169.2	0.19	0.28	CCOc1ccc(N(CC(N)=O)S(=O)(=O)c2ccc(F)cc2)cc1
22.2	0.72	0.68	CCC(=O)N=C1SC2CS(=O)(=O)CC2N1c1cccc(OC)c1 (stereo not given)
16.1	-0.39	-0.27	CCC1CCc2c(sc(NC(=O)CSc3nc(-c4ccco4)cc(C(F)(F)F)n3)c2C#N)C1 (stereo not given)
27.8	-0.55	-0.37	Cc1nc2nc(CCc3ccccc3)nn2c(C)c1Cl
-37.8	0.07	0.47	CCc1cccc(C)c1NC(=O)CO/N=C(\C)c1cc2ccccc2o1
/	0.7	1.59	COC(=O)c1ccc(N2CCN(S(=O)(=O)c3c(C)cc(C)cc3C)CC2)c([N+](=O)[O-])c1
0.0	1.08	0.35	Cc1noc(C)c1S(=O)(=O)N1CCC2(CC1)OCCO2
-25.8	0.7	0.5	CN1CCN(NC(=O)CN2C(=O)/C(=C/c3ccccc3F)SC2=S)CC1
-48.6	/	/	Brc1ccc(CSc2ccc3nnc(-c4ccccn4)n3n2)cc1
18.9	-0.98	-1.5	C/C(=C\c1ccccc1)CN1CCN(c2ccccc2F)CC1
-85.2	0.33	-0.48	Cc1ccc(NC(=O)CN(C)CC(=O)Nc2ccc(N3CCOCC3)cc2)c([N+](=O)[O-])c1
-9.7	0.91	1.5	CN1CCN(C(=O)c2ccc3c(=O)n(Cc4ccco4)c(=S)[nH]c3c2)CC1
-28.9	-1.15	-0.7	CCn1c(SCc2nc(-c3cccs3)no2)nnc1-c1c[nH]c2ccccc12
/	1.9	2.23	Nc1ccc(-c2nc3ccccc3[nH]2)cc1
5.6	-0.51	1.17	Cc1nn(-c2ccccc2)c2sc(C(=O)OCn3nnc4ccccc4c3=O)cc12
0.0	1.35	0.76	Cc1ccc(/C=C2\SC(N)=NC2=O)s1
48.1	-0.73	-0.35	CCOC(=O)/C(=C\c1ccc(OC(F)F)cc1)C1=Nn2c(nnc2-c2ccc(Cl)cc2)SC1
60.0	/	/	c1ccc(-c2noc(CC3CCCCC3)n2)cc1
13.5	0.61	0.95	O=C(COC(=O)C1(c2ccc(F)cc2)CCCC1)NC1CC1
10.7	0.36	0.37	O=c1[nH]c(NNC(=S)NCc2ccccc2)nc2c1C1(CCCCC1)Cc1ccccc1-2
/	-0.05	-0.28	CCn1c(=O)cc(SCC(=O)Nc2ccc3c(c2)OCCO3)c2ccccc21
/	0.2	0.52	CC1Cc2cc(/C(O)=C3\C(=O)C(=O)N(CCN4CCOCC4)C3c3ccccc3F)ccc2O1 (stereo not given)
26.3	-0.51	-0.43	Cc1cc(C)c2cc(CN(Cc3ccc4c(c3)OCO4)Cc3nnnn3Cc3ccco3)c(=O)[nH]c2c1
58.6	0.38	0.01	CC(=O)CSc1nnc(Cc2ccc3c(c2)OCO3)o1
-28.0	0.76	1.21	O=C(Nc1ccc(-c2nc3ccccc3s2)cc1)C1=COCCO1
11.4	1.15	0.98	COc1cc(Cl)c(C)cc1NC(=O)CNC(=O)Cn1cnc2ccccc2c1=O
-36.4	-0.18	1.53	Cc1ccc(-n2nc3c(c2NC(=O)c2ccc(Br)o2)CSC3)c(C)c1
/	-1.04	-0.7	O=C(COC(=O)/C=C/c1ccccc1)Nc1cc(C(F)(F)F)ccc1N1CCOCC1
44.7	0.94	0.71	O=C(CN(c1ccc2c(c1)OCCO2)S(=O)(=O)c1ccccc1)NCc1ccco1
-17.8	-0.25	-0.25	COC(=O)CSc1nnc(-c2ccccn2)n1Cc1ccco1
-2.8	-0.94	-0.38	Cc1ccc(S(=O)(=O)Nc2cccc3c2CCCC3)cc1
/	0.68	0.53	OCC1CCCN(c2nc(CN3CCCCC3)nc3scc(-c4ccccc4)c23)C1 (stereo not given)
0.0	0.71	0.25	O=[N+]([O-])c1ccc(NCc2ccccn2)nc1
0.0	0.59	0.01	CCOC(=O)C(C)c1c(C)[nH]c(=S)[nH]c1=O (stereo not given)
-64.5	0.32	0.42	CCOC(=O)/C(=N/Nc1ccccc1)Sc1nnnn1-c1ccc(C)cc1
-350.0	0.2	0.11	Cc1sc2nc(SCC(=O)N(C)C)[nH]c(=O)c2c1C
-9.5	-0.67	-1.67	CC1(C)SC2[C@H](NC(=O)C(NC(=O)N3CCNC3=O)c3ccccc3)C(=O)N2C1C(=O)O (stereo not given in full)
28.6	-0.04	-0.78	CCCNC(=O)N1CCC(C(=O)c2ccc(Cl)cc2)CC1

Not a retest: twelve of the compounds above.
INS promoter inh	SDO1 yeast rescue	SDO1 yeast rescue Rescue 24 h	SMILES
11.4	1.15	0.98	COc1cc(Cl)c(C)cc1NC(=O)CNC(=O)Cn1cnc2ccccc2c1=O
-36.4	-0.18	1.53	Cc1ccc(-n2nc3c(c2NC(=O)c2ccc(Br)o2)CSC3)c(C)c1
/	-1.04	-0.7	O=C(COC(=O)/C=C/c1ccccc1)Nc1cc(C(F)(F)F)ccc1N1CCOCC1
44.7	0.94	0.71	O=C(CN(c1ccc2c(c1)OCCO2)S(=O)(=O)c1ccccc1)NCc1ccco1
-17.8	-0.25	-0.25	COC(=O)CSc1nnc(-c2ccccn2)n1Cc1ccco1
-2.8	-0.94	-0.38	Cc1ccc(S(=O)(=O)Nc2cccc3c2CCCC3)cc1
/	0.68	0.53	OCC1CCCN(c2nc(CN3CCCCC3)nc3scc(-c4ccccc4)c23)C1 (stereo not given)
0.0	0.71	0.25	O=[N+]([O-])c1ccc(NCc2ccccn2)nc1
0.0	0.59	0.01	CCOC(=O)C(C)c1c(C)[nH]c(=S)[nH]c1=O (stereo not given)
-64.5	0.32	0.42	CCOC(=O)/C(=N/Nc1ccccc1)Sc1nnnn1-c1ccc(C)cc1
-350.0	0.2	0.11	Cc1sc2nc(SCC(=O)N(C)C)[nH]c(=O)c2c1C
-9.5	-0.67	-1.67	CC1(C)SC2[C@H](NC(=O)C(NC(=O)N3CCNC3=O)c3ccccc3)C(=O)N2C1C(=O)O (stereo not given in full)
